High-throughput results deposited in PubChem BioAssay by Broad Institute.
Pax4 mRNA alpha TC1: activators of Pax4 gene expression, primary screen, RT-PCR, mouse alpha TC1 cells, single point (AID 1053180). mouse alpha TC1 cells, Pax4 mRNA qPCR, 6 days; active compounds read high; 100% = Pax4 plasmid added at qPCR. activation, % at 10 µM. actives 0.2% (n = 9,600);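 active means highest normalized replicate activity of 15 or more, or at least half the replicates reach 15 or more; inactive means neither condition met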;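 further: pax4 Ct normalized to GAPDH with activation seen as lower delta delta Ct; plate controls were plate neutral control wells for no effect and Pax4 plasmid positive control for full effect; each compound tested in two replicate wells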
YAP1 CTGF inhibition: YAP1 pathway inhibitors via CTGF transcript, primary screen, DLD1 colon cancer cells, RT-qPCR, single point (AID 743449) | DLD1 CTGF mRNA qPCR, 24 h; active compounds read high | inhibition, % at 12.5 µM | actives 0.9% (n = 9,900);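 active means mean normalized replicate activity at least 50 and at least half of replicates each reaching 50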;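 further: 0% = neutral control wells and 100% = dasatinib control wells; higher means stronger suppression of CTGF expression like dasatinib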
The depositor's hits bear a star; nt = no result given; & = joins results of further samples; ! = not confirmed by another sample. Only part of the results is shown; the hit share may differ from the screen's.

#	SMILES	Pax4 mRNA alpha TC1	YAP1 CTGF inhibition
1	Cn1cnc(S(=O)(=O)N2C[C@H](O)COC[C@@H]3O[C@H](CC(=O)NCc4cccc(F)c4)CC[C@H]32)c1	0.1	25
2	CO[C@@H]1CN(C)C(=O)c2ccc(NS(=O)(=O)CC(F)(F)F)cc2OC[C@H](C)N(Cc2nccs2)C[C@@H]1C	0.0	-19
3	O=C(Cc1ccncc1)N1CC(=O)N2[C@@H](CO)[C@H](c3ccc(Br)cc3)[C@@H]2C1	0.0	-24
4	CC=Cc1ccc2n(c1=O)C[C@H]1[C@H](CO)[C@@H](C(=O)N(C)C)N(C(=O)CC)[C@@H]21 (mixture of isomers)	0.0	-39
5	CN(C)C(=O)C[C@H]1CC[C@@H]2[C@H](COC[C@H](O)CN2C(=O)C2CCOCC2)O1	0.0	-54
6	COc1cc(CN2C[C@@H]3N[C@H](C2)C3c2ccc(-c3ccc(C#N)cc3)cc2)cc(OC)c1 (stereo partly specified)	9.3*!	-122&-131
7	C[C@@H]1CN([C@H](C)CO)C(=O)c2c(c3ccccc3n2C)-c2ccccc2CO[C@H]1CN(C)C(=O)[C@H](Cc1ccccc1)N(C)C	0.0	28
8	O=C([C@@H]1[C@@H](CO)[C@@H]2Cn3c(cccc3=O)[C@H]1N2)N1CCc2ccccc2C1	0.0	-20
9	C[C@@H]1CN([C@H](C)CO)C(=O)c2ccccc2-c2ccccc2CO[C@@H]1CN(C)Cc1cccc(C(=O)O)c1	0.0	-4
10	C[C@@H]1CN([C@H](C)CO)C(=O)c2cccc(NS(=O)(=O)c3cn(C)cn3)c2O[C@@H]1CN(C)Cc1ccc(Oc2ccccc2)cc1	0.0	-14
11	COC(=O)C[C@@H]1CC[C@@H]2[C@H](COC[C@@H](O)CN2S(=O)(=O)c2cn(C)cn2)O1	0.0	3
12	O=C(C[C@H]1CC[C@@H]2[C@H](COC[C@@H](O)CN2S(=O)(=O)c2cccc(Cl)c2)O1)N1CCOCC1	0.0	-4
13	O=C(NC1CCCC1)N[C@@H]1C=C[C@H](CC(=O)N2CCOCC2)O[C@@H]1CO	0.0	-39
14	Cc1noc(C)c1NC(=O)Nc1ccc2c(c1)CC(=O)N([C@@H](C)CO)C[C@@H](C)[C@@H](CN(C)Cc1ccc(C(F)(F)F)cc1)O2	0.0	45
15	COc1cccc(-c2ccc3c(c2)[C@H]2[C@H](CCN2S(=O)(=O)C2=NC(C)C=N2)[C@@H](CO)N3C)c1 (stereo partly specified)	0.0	-4
16	C[C@H](CO)N1C[C@H](C)[C@@H](CN(C)S(=O)(=O)c2cccc(C#N)c2)OCc2cn(nn2)CCCC1=O	0.0	-29
17	C/C=C/c1ccccc1[C@H]1[C@@H](CO)N(C(=O)CN2CCOCC2)[C@H]1C#N	0.0	-6
18	C[C@@H]1CCCCO[C@H](CN(C)Cc2ccncc2)[C@H](C)CN([C@H](C)CO)C(=O)c2cc(NS(=O)(=O)c3ccc(Cl)cc3)ccc2O1	0.0	-36
19	C[C@@H]1CCCCO[C@@H](CN(C)S(=O)(=O)c2cn(C)cn2)[C@@H](C)CN([C@H](C)CO)C(=O)c2cc(NC(=O)Nc3cccc4ccccc34)ccc2O1	0.0	-13
20	COC(=O)C[C@@H]1CC[C@@H]2[C@@H](COc3ccc(NS(=O)(=O)c4ccc(C)cc4)cc3C(=O)N2C)O1	0.0	-168
21	C[C@H](CO)N1C[C@H](C)[C@H](CN(C)Cc2ccc3c(c2)OCO3)Oc2ncc(-c3cccc(C(F)(F)F)c3)cc2C1=O	1.2	36
22	O=C(C[C@H]1CC[C@@H]2[C@H](COC[C@H](O)CN2S(=O)(=O)c2ccc(F)cc2)O1)NCCN1CCCCC1	0.0	-19
23	CCC(=O)NC[C@H]1[C@@H](c2ccc(-c3ccc(F)cc3)cc2)[C@@H](CO)N1C(=O)CC	0.0	-1
24	C[C@H](CO)N1C[C@H](C)[C@H](CN(C)C(=O)Cc2ccccn2)Oc2ncc(-c3cccc(C(=O)N(C)C)c3)cc2C1=O	0.1	12
25	CO[C@@H](CN(C)Cc1ccc2c(c1)OCO2)[C@H](C)CN(C(=O)Nc1ccc(F)cc1)[C@@H](C)CO	0.0	-28
26	C[C@@H]1CN([C@@H](C)CO)C(=O)c2cc(-c3cccc(C(=O)N(C)C)c3)cnc2O[C@H]1CN(C)C(=O)Cc1ccccn1	0.0	13
27	O=C(C[C@@H]1C=C[C@@H](NS(=O)(=O)c2ccccc2)[C@H](CO)O1)NCCN1CCCCC1	0.0	2
28	CCCC(=O)N1CC2(C1)CN(S(=O)(=O)c1ccc(C)cc1)[C@@H](CO)c1[nH]c3cc(OC)ccc3c12	0.0	-28
29	COCC#Cc1ccc([C@@H]2[C@@H](CO)N3C(=O)CN(C(=O)c4ccncc4)C[C@@H]23)cc1	0.0	-21
30	CC(C)CC#Cc1ccc([C@H]2[C@@H](CO)N3C(=O)CN(C(=O)c4cccc(F)c4)C[C@H]23)cc1	0.0	25

Fetched by structure from the entries so far:
#	SMILES	Pax4 mRNA alpha TC1	YAP1 CTGF inhibition
20	COC(=O)C[C@@H]1CC[C@@H]2[C@@H](COc3ccc(NS(=O)(=O)c4ccc(C)cc4)cc3C(=O)N2C)O1	0.0	-168
27	O=C(C[C@@H]1C=C[C@@H](NS(=O)(=O)c2ccccc2)[C@H](CO)O1)NCCN1CCCCC1	0.0	2
29	COCC#Cc1ccc([C@@H]2[C@@H](CO)N3C(=O)CN(C(=O)c4ccncc4)C[C@@H]23)cc1	0.0	-21
18	C[C@@H]1CCCCO[C@H](CN(C)Cc2ccncc2)[C@H](C)CN([C@H](C)CO)C(=O)c2cc(NS(=O)(=O)c3ccc(Cl)cc3)ccc2O1	0.0	-36
22	O=C(C[C@H]1CC[C@@H]2[C@H](COC[C@H](O)CN2S(=O)(=O)c2ccc(F)cc2)O1)NCCN1CCCCC1	0.0	-19
28	CCCC(=O)N1CC2(C1)CN(S(=O)(=O)c1ccc(C)cc1)[C@@H](CO)c1[nH]c3cc(OC)ccc3c12	0.0	-28
19	C[C@@H]1CCCCO[C@@H](CN(C)S(=O)(=O)c2cn(C)cn2)[C@@H](C)CN([C@H](C)CO)C(=O)c2cc(NC(=O)Nc3cccc4ccccc34)ccc2O1	0.0	-13

Going on with the list:
#	SMILES	Pax4 mRNA alpha TC1	YAP1 CTGF inhibition
31	O=C(c1cccnc1)N1CC2(C1)[C@@H](c1ccccc1)[C@@H](CO)N2C(=O)CC1CC1	nt	10
32	CO[C@H]1CN(C)C(=O)c2ccc(NS(=O)(=O)CC(F)(F)F)cc2OC[C@H](C)N(C(=O)NC(C)C)C[C@H]1C	0.0	-16
33	Cc1noc(C)c1NC(=O)Nc1ccc2c(c1)C(=O)N([C@@H](C)CO)C[C@@H](C)[C@H](CN(C)S(=O)(=O)c1ccc(F)cc1)O2	0.0	-58
34	O=C(c1ccccn1)N1CC[C@@H]2[C@H](CO)Nc3ccc(Br)cc3[C@@H]21	0.0	11
35	CN(C)C(=O)c1ccc(-c2ccc(C3[C@@H]4CN(Cc5cncnc5)C[C@H]3N4)cc2)cc1 (stereo partly specified)	0.0&0.0	-22&-54
36	CCCN1C[C@@H](C)[C@@H](OC)CN(C)C(=O)c2cc(NS(=O)(=O)c3ccccc3)ccc2OC[C@H]1C	0.0	-2
37	O=C(C[C@@H]1CC[C@H]2NC[C@@H](O)COC[C@@H]2O1)Nc1ccc(-c2ccccc2)cc1	0.0	-8
38	O=C(c1cnccn1)N1CC(=O)N2[C@H](CO)[C@@H](c3ccc(-c4cccc(F)c4)cc3)[C@@H]2C1	0.0	7
39	COc1ccccc1C(=O)N1C[C@H]2[C@@H](c3ccccc31)[C@H](CO)N2C(=O)Cc1ccccc1	0.0	-20
40	Cc1ccc(S(=O)(=O)N(C)C[C@H]2Oc3c(NS(C)(=O)=O)cccc3C(=O)N([C@@H](C)CO)C[C@@H]2C)cc1	0.0	20
41	COCCNC(=O)C[C@H]1CC[C@@H]2[C@H](COc3ccc(NS(=O)(=O)c4ccc(Cl)cc4)cc3C(=O)N2C)O1	0.0	-73
42	C[C@@H]1CCCCO[C@@H](CN(C)Cc2ccncc2)[C@@H](C)CN([C@@H](C)CO)C(=O)c2cc(NS(=O)(=O)c3ccc(Cl)cc3)ccc2O1	0.0	15
43	CC(C)CC#Cc1ccc([C@@H]2[C@@H](CO)N3C(=O)CN(C(=O)c4ccccn4)C[C@@H]23)cc1	0.0	16
44	CN1C(=O)c2cc(NC(=O)c3ccc4c(c3)OCO4)ccc2OC[C@@H]2O[C@H](CC(=O)O)CC[C@@H]21	0.0	-14
45	C[C@@H]1CN([C@H](C)CO)C(=O)Cc2cc(N(C)C)ccc2O[C@@H]1CN(C)C(=O)NC1CCCCC1	0.0	29
46	CCC(=O)N1[C@H](CN(CC)C(=O)c2cccc(F)c2)[C@H](c2ccccc2)[C@@H]1CO	0.0	5
47	COc1cccc(NC(=O)N2C[C@H](O)COC[C@@H]3O[C@@H](CC(=O)N(C)C)CC[C@H]32)c1	0.1	8
48	O=C(NCc1ccccc1F)[C@@H]1[C@@H](CO)[C@@H]2Cn3c(cccc3=O)[C@@H]2N1CC1CCCC1	0.0	-15
49	Cc1noc(C)c1NC(=O)Nc1ccc2c(c1)C(=O)N([C@H](C)CO)C[C@@H](C)[C@@H](CN(C)S(=O)(=O)c1cccs1)OCCCC[C@H](C)O2	0.0	-2
50	C/C=C/c1ccc2c(c1)O[C@@H](CN(C)C(=O)Nc1ccc(OC)cc1)[C@H](C)CN([C@H](C)CO)S2(=O)=O	0.0	24
51	COCC#Cc1ccc([C@@H]2[C@H](CO)N3C(=O)CN(C(=O)Nc4ccccc4F)C[C@@H]23)cc1	0.0	-16
52	O=C(CCN1CCCCC1)NCC[C@@H]1CC[C@@H](NS(=O)(=O)c2cccc(Cl)c2)[C@@H](CO)O1	0.0	3
53	C(=C\c1ccc(C2[C@H]3CNC[C@@H]2N3Cc2nccs2)cc1)/c1ccccc1 (stereo partly specified)	0.0&0.0	-5&9
54	COc1ccccc1NC(=O)N1C[C@H](O)COC[C@H]2O[C@H](CC(=O)N3CCC(Cc4ccccc4)CC3)CC[C@@H]21	0.1	27
55	CN(C)CC(=O)N[C@@H]1C=C[C@H](CC(=O)NCc2ccc(Cl)cc2)O[C@@H]1CO	0.0	-7
56	O=C(C[C@@H]1C=C[C@@H](NC(=O)c2ccncc2)[C@@H](CO)O1)NCC1CC1	0.0	-15
57	CN1C(=O)c2cc(NS(=O)(=O)c3cccc(F)c3)ccc2OC[C@H]2O[C@H](CC(=O)NCCN3CCCCC3)CC[C@@H]21	0.0	-22
58	COc1cccc(NC(=O)N[C@@H]2CC[C@@H](CC(=O)N3CCN(C)CC3)O[C@H]2CO)c1	0.0	11
59	CCCNC(=O)N1CC2(C1)CN(S(C)(=O)=O)[C@H](CO)c1c2c2ccc(OC)cc2n1C	0.0	-18
60	C[C@H](NC(=O)C[C@H]1C=C[C@@H](NS(=O)(=O)c2cccc(F)c2)[C@@H](CO)O1)c1ccccc1	0.0	-21
61	CCC(=O)Nc1ccc2c(c1)OC[C@H](C)N(Cc1ccccc1)C[C@H](C)[C@@H](OC)CN(C)C2=O	0.0	17
62	C[C@H](CO)N1C[C@H](C)[C@@H](CN(C)C(=O)Nc2ccc3c(c2)OCO3)OCc2ccccc2-c2c(n(C)c3ccccc23)C1=O	0.0	-9
63	C[C@H](NC(=O)C[C@@H]1C=C[C@@H](NS(=O)(=O)c2cccc(F)c2)[C@@H](CO)O1)c1ccccc1	0.0	12
64	O=C(C[C@H]1C=C[C@H](NS(=O)(=O)c2ccccc2)[C@H](CO)O1)NCCN1CCCCC1	0.0	-13
65	O=C(c1ccc(F)cc1)N1CC(=O)N2[C@H](C1)[C@H](c1ccc(C#CCC3CCCC3)cc1)[C@@H]2CO	0.0	16
66	CCCC(=O)N1CCC2(CC1)CN[C@@H](CO)c1[nH]c3cc(OC)ccc3c12	0.0	-6
67	C[C@H]1CN([C@@H](C)CO)C(=O)c2cccc(NC(=O)c3ccncc3)c2O[C@H]1CN(C)Cc1ccc2c(c1)OCO2	0.0	-26
68	C/C=C/c1ccc([C@H]2[C@@H](CO)N(C(=O)CC)[C@H]2CN(C)Cc2cncnc2)cc1	0.0	-46
69	O=C(C1CCOCC1)N1CC(=O)N2[C@H](CO)[C@H](c3ccc(-c4cccnc4)cc3)[C@H]2C1	0.0	-21
70	CC(=O)N1[C@H](CO)[C@H](c2ccc(C3=CCCC3)cc2)C12CN(C(=O)NC(C)C)C2	nt	-36
71	CCN1[C@@H]2c3ccc(-c4ccncc4)c(=O)n3C[C@H]1[C@H](CO)[C@H]2C(=O)NCCc1cn(C)cn1	0.0	-21
72	CN1CCN(C(=O)C[C@H]2CC[C@@H]3[C@H](COC[C@H](O)CN3C(=O)Nc3ccc4c(c3)OCO4)O2)CC1	0.0	0
73	CN1c2ccc(-c3ccccc3)cc2[C@@H]2[C@@H](CCN2C(=O)CC2CC2)[C@@H]1CO	0.0	37
74	CN1C(=O)c2cc(NC(=O)C3CCOCC3)ccc2OC[C@@H]2O[C@@H](CC(=O)NCCc3ccncc3)CC[C@@H]21	0.0	16
75	O=C(C1CCC1)N1CCCCN2[C@@H](CO)[C@H](c3ccc(-c4ccncc4)cc3)[C@@H]2C1	0.0	35
76	N#C[C@@H]1[C@H](c2ccccc2-c2ccccc2F)[C@@H](CO)N1C(=O)c1cccc(F)c1	0.0	-7
